proCasp7 act: counter-screen: procaspase-7 (human) activation. P55210. recombinant procaspase-7, Ac-DEVD-pNA absorbance 405 nm; D23A/D198A/D206A triple mutant, cannot self-cleave; scale: DMSO 0, 5 µM enzyme 100. activation, % at 8.5 µM. actives 0.093% (n = 330,000). AID 463210;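 active = percent activation above the screen-wide mean plus 3 SD, cut at about 25% in these data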
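buffer or medium = Zinc-free HEPES/NaCl buffer, pH 7.4 | material = Procaspase-7 triple mutant (PC-7 D3A) | input = 2 µM procaspase-7 mutant as dispensed | signal = Epi-absorbance of released pNA at 405 nm, two timepoints | timing = 1 h preincubation, 2 h reaction | replicates = singlicate compound testing | evaluation = % activation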
PP1 inh: PP1-alpha (human) inhibition in PP5 counter-screen. AID 2235. purified PP1alpha, OMFP fluorescence. actives 0.9% (n = 320,000). inhibition, % at 6.7 µM. P62136;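 active = inhibition above the mean inhibition of all tested compounds plus 3 SD, computed separately for each screening campaign, cut at about 15% in these data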
Target sequence (P62136 whole entry, looked up): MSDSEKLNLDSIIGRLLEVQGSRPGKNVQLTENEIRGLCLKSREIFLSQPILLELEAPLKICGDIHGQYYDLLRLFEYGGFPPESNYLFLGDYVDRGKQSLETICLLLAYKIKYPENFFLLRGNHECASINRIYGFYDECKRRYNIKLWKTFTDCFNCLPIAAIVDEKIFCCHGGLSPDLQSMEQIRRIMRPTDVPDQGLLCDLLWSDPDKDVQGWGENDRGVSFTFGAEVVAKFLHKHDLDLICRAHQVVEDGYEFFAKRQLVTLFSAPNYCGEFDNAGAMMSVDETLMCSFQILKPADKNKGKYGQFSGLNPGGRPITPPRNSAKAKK
HCV core dimer: blocks dimerization of HCV core protein | TR-FRET GST/Flag-core106 dimerization, 1536-well | actives 0.33% (n = 300,000) | inhibition, % at 5 µM;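 active = inhibition above the mean of all tested compounds plus 3 SD, set per screening campaign, cut at about 45% in these data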
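Assay system: Tagged HCV core106 pair (GST and Flag) | Buffer or medium: KF-containing HEPES buffer, pH 7.45, DTT, CHAPS, BSA | Also added: Eu donor and XL665 acceptor anti-tag antibodies | Dosing: One concentration, 5 µM, in 0.5% DMSO | Timing: 4 h at 22.5 °C | Technique: TR-FRET 671 and 617 nm emission | Repeats: Singlicate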
Fh CTSL1 inh: cathepsin L1 inhibition, PFM18AAP counter-screen; recombinant F. hepatica cathepsin L1, Z-Leu-Arg-MCA fluorescence; AID 1906; inhibition, % at 5.96 µM; actives 0.49% (n = 300,000);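 active = inhibition above the mean of all tested compounds plus 3 SD, set per screening campaign, cut at about 17% in these data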;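 also: 0% = plate median of test compound wells and 100% = 1 µM Z-Phe-Ala-diazomethylketone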
AHR activator: activators of human aryl hydrocarbon receptor; P35869; AID 2796; actives 2.5% (n = 320,000); activation, % at 5 µM; AHR-responsive luciferase reporter cells, luminescence; in the data active = activation above about 47%;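 also: 0% = vehicle wells and 100% = reference agonist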
PP5 inh: blocks human protein phosphatase 5 activity | actives 0.18% (n = 320,000) | purified PP5c, OMFP substrate fluorescence | AID 1987 | inhibition, % at 6.7 µM | P53041;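 active = inhibition above the campaign's mean inhibition across all tested compounds plus 3 SD, cut at about 9.5% in these data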;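 also: 0% = DMSO only and 100% = 100 µM cantharidin control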
Target sequence (P53041 whole entry, looked up): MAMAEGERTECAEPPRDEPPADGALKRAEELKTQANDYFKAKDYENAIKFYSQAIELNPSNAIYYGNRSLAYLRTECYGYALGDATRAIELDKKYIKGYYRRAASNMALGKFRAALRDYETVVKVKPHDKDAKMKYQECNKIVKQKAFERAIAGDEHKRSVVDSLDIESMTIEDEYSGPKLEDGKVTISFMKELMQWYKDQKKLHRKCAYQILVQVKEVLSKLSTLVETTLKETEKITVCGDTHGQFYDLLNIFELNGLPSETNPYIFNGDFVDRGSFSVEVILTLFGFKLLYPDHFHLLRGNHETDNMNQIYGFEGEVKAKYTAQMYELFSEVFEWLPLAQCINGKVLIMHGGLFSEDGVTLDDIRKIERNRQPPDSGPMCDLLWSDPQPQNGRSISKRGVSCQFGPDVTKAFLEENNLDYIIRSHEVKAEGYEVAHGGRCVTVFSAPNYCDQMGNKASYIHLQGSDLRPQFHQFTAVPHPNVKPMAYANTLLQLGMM
TPT1 inhibitor: inhibitors of Candida albicans tRNA 2'-phosphotransferase TPT1 | recombinant caTPT1, FP RNA substrate dephosphorylation | inhibition, % at 5 µM | actives 0.81% (n = 300,000);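 active = inhibition above the mean of all tested compounds plus 3 SD, set per screening campaign, cut at about 24% in these data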;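 also: plate controls were DMSO alone for no effect and ferristatin control at 100 nM for full effect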
PAFAH2 inh: inhibitors of human PAFAH2. Q99487. recombinant PAFAH2, FP-rhodamine activity probe, fluorescence polarization. inhibition, % at 3.39 µM. actives 0.99% (n = 340,000). AID 492956;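 active = inhibition above the mean over all tested compounds plus 3 SD, cut at about 30% in these data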;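 also: inhibitors block probe labeling of enzyme so polarization drops; 0% = enzyme with DMSO and 100% = wells lacking PAFAH2 protein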
proCasp3 act: procaspase-3 (human) activation; P42574; recombinant procaspase-3 D3A, Ac-DEVD-pNA absorbance 405 nm; activation, % at 8.5 µM; actives 0.11% (n = 330,000);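 active = activation above the mean of all tested compounds plus 3 SD, cut at about 21% in these data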;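 also: 0% = DMSO alone and 100% = DMSO wells spiked with extra 5 µM PC-3 D3A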
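Assay system: Autoprocessing-dead procaspase-3 D3A mutant enzyme; also added: Ac-DEVD-pNA; doses: one concentration, 8.5 µM nominal, 0.8% DMSO; times: 1 h compound preincubation, 2 h substrate hydrolysis at 25 °C; technique: 405 nm absorbance of p-nitroaniline, reads at 0 and 120 min; measure: % activation between DMSO and enzyme-spiked controls; repeats: single replicate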
Starred values were filed as active, the others as inactive; / = not tested or not shown.

SMILES	proCasp7 act	PP1 inh	HCV core dimer	Fh CTSL1 inh	AHR activator	PP5 inh	TPT1 inhibitor	PAFAH2 inh	proCasp3 act
NC(N)=N/N=C/c1ccc(Br)cc1	1	-4	-2	-3	6	3.1	3	-3	0
CN(C(=O)c1ccco1)c1nc(-c2ccc(F)cc2)cs1	6	0	-6	-2	-4	2.2	0	-3	7
Cc1c(C(=O)N(C)CCOc2ccccc2)oc2c(Cl)cccc12	1	-3	/	/	4	3.6	/	-4	3
O=C(COC(=O)/C=C/c1ccccc1[N+](=O)[O-])NCc1ccco1	15	/	/	/	0	/	/	55*	6
CC1CCc2nc(NC(=O)CN3CCN(c4ccccc4)CC3)sc2C1 (stereo unspecified)	4	-3	6	-3	2	3.8	1	6	-2
CCCC(C)C(=O)Nc1nc(C)c(-c2csc(Nc3ccc(Cl)cc3)n2)s1 (stereo unspecified)	2	3	5	-1	79*	1.0	3	-27	7
c1ccc(CN2C3=NCCCN3c3ccccc32)cc1	14	-4	-3	2	1	-0.6	-2	-8	5
COc1cc(Br)c(C2C(C#N)=C(N)Oc3n[nH]c(-c4cccnc4)c32)cc1OC (stereo unspecified)	7	-2	5	-3	32	-0.6	-4	2	-2
O=C(Nc1ccc(F)c(F)c1)C1CCN(S(=O)(=O)c2cccs2)CC1	7	-6	/	/	-2	2.5	/	4	10
CCCN1Cc2cccc(C(=O)NC(CC(=O)OCC)c3ccc(C)cc3)c2C1=O (stereo unspecified)	7	-2	1	-7	3	1.5	-9	-4	-8
Cc1ccc(OCc2ccc(C(=O)Nc3nc4ccccc4n3Cc3ccccc3)o2)c([N+](=O)[O-])c1	0	1	15	1	5	-1.2	-2	-2	-4
O=C(Nc1ccccc1OC(F)F)C1CC(=O)N(Cc2ccccc2)C1 (stereo unspecified)	10	3	-2	2	3	-0.2	2	3	-2
COC(=O)C1=C(C)N(c2ccc(Br)cc2)C(=O)/C1=C\c1ccco1	2	-4	11	0	3	-0.9	0	-1	-7
O=C(CN1CCC(C(=O)O)CC1)Nc1ccccc1Oc1ccccc1	4	-1	-3	-2	2	-0.2	-2	/	1
Cc1ccc(Nc2nnc(SCC(=O)NC3CCCc4ccccc43)s2)cc1 (stereo unspecified)	7	1	12	-1	5	1.6	2	-2	9
COc1cc2c(cc1NC(=O)c1cc(-c3ccncc3)nc3ccccc13)oc1ccccc12	-3	15*	10	-2	83*	1.2	6	-9	7
CCCCc1cc(=O)oc2cc(OC3CCCCC3=O)ccc12 (stereo unspecified)	2	2	1	1	0	-0.2	-2	-15	-2
C=CCn1cccc(C(=O)Nc2ccc(OC)cc2)c1=O	-2	5	5	9	26	-11	1	/	-6
COc1ccc(CNC(=O)C2CCN(C(=O)c3ccccc3)CC2)cc1	-1	-8	3	-2	-1	-0.2	-1	1	3
COc1ccc(/C=C(/NC(=O)c2ccccc2)C(=O)NCC2CCCO2)cc1 (stereo unspecified)	3	2	-2	0	6	2.0	0	10	-6
O=C(O)CCC(=O)Nc1sc2c(c1C(=O)NC1CCCC1)CCCC2	2	-1	2	-2	0	0.2	-3	1	7
CC(C)(C)c1cnnn1-c1ccc(NC(=O)c2ccc3c(c2)OCO3)cc1	6	-3	8	2	27	1.6	2	-4	-6
N=C1/C(=C/c2ccc(OC(=O)c3ccco3)cc2)C(=O)N=C2SC=CN12	0	0	1	-8	6	0.4	11	1	-2
Cc1ccccc1C(=O)Nc1cccc(NC(=O)c2ncn[nH]2)c1	5	0	-4	-6	4	1.6	0	-4	1
COc1ccc(/C(O)=C2/C(=O)C(=O)N(CCCN3CCOCC3)C2c2ccc(OC)cc2)cc1 (stereo unspecified)	-32	-2	8	-1	2	-0.2	1	0	0
COCC(=O)N(C)c1nnc(-c2ccc([N+](=O)[O-])cc2)s1	6	-7	2	4	-2	-1.5	-1	-3	10
Cc1ccc(-c2nc(NC(=O)c3cc(C(C)(C)C)nn3C)sc2C)cc1Cl	-2	-3	-1	0	3	0.7	-3	-14	5
CCOc1ccc(CC(=O)C2=C(N3CCOCC3)CC(C)(C)CC2=O)cc1OCC	-4	0	-2	3	-1	1.1	0	3	4
N#Cc1cn(Cc2ccccc2)c(=O)[nH]c1=O	13	0	-2	1	0	1.0	-2	6	6
CCCCN(C)C/C(O)=C(\C#N)c1nc(-c2ccccc2)cs1	6	-4	0	-1	6	-0.5	-4	4	9
O=C(COc1ccc(Br)cc1Cl)NC(=O)Nc1ccc2c(c1)OCCO2	-2	2	-3	-1	2	0.3	0	1	-2
COc1ccc(C(CNC(=O)c2sccc2C)N2CCOCC2)cc1 (stereo unspecified)	1	-1	-4	-5	1	-1.1	-2	-3	5
COc1ccccc1CC(=O)Nc1ccc(S(=O)(=O)N2CCOCC2)cc1	-1	-1	1	-1	1	2.5	0	14	3
O=C(CSc1ncn[nH]1)NCCc1ccccc1	12	-4	2	1	-1	-2.0	7	-6	0
CS(=O)(=O)N(CC(=O)NCc1ccc2c(c1)OCO2)c1ccccc1	-2	-6	2	10	7	-6.6	-6	-2	-1
CC(=O)N1c2ccccc2Nc2ccccc21	6	-1	-11	-3	0	2.1	1	-5	-4
CS(=O)(=O)N(CC(=O)NC1CC2CCC1C2)c1cccc(C(F)(F)F)c1 (stereo unspecified)	3	-6	0	-1	1	-2.8	-2	2	-2
CC(=O)Nc1ccc(S(=O)(=O)NCc2nc(-c3ccccc3)no2)cc1	0	0	-6	2	-1	-2.9	2	-1	2
C[C@@H]1O[C@@H](Oc2c(-c3cc(O)c(O)c(O)c3)oc3cc(O)cc(O)c3c2=O)[C@H](O)[C@H](O)[C@H]1O	-18	4	-32	-7	3	1.9	-3	-40	-10
O=C(Nc1ccccc1C(F)(F)F)C1CCCC1	6	-3	-3	-5	-3	-0.4	-2	1	1

Some of the entries so far, with bars between the fields:
Structure | proCasp7 act | PP1 inh | HCV core dimer | Fh CTSL1 inh | AHR activator | PP5 inh | TPT1 inhibitor | PAFAH2 inh | proCasp3 act
COCC(=O)N(C)c1nnc(-c2ccc([N+](=O)[O-])cc2)s1 | 6 | -7 | 2 | 4 | -2 | -1.5 | -1 | -3 | 10
Cc1ccc(-c2nc(NC(=O)c3cc(C(C)(C)C)nn3C)sc2C)cc1Cl | -2 | -3 | -1 | 0 | 3 | 0.7 | -3 | -14 | 5
CCOc1ccc(CC(=O)C2=C(N3CCOCC3)CC(C)(C)CC2=O)cc1OCC | -4 | 0 | -2 | 3 | -1 | 1.1 | 0 | 3 | 4
N#Cc1cn(Cc2ccccc2)c(=O)[nH]c1=O | 13 | 0 | -2 | 1 | 0 | 1.0 | -2 | 6 | 6
CCCCN(C)C/C(O)=C(\C#N)c1nc(-c2ccccc2)cs1 | 6 | -4 | 0 | -1 | 6 | -0.5 | -4 | 4 | 9
O=C(COc1ccc(Br)cc1Cl)NC(=O)Nc1ccc2c(c1)OCCO2 | -2 | 2 | -3 | -1 | 2 | 0.3 | 0 | 1 | -2
COc1ccc(C(CNC(=O)c2sccc2C)N2CCOCC2)cc1 (stereo unspecified) | 1 | -1 | -4 | -5 | 1 | -1.1 | -2 | -3 | 5
COc1ccccc1CC(=O)Nc1ccc(S(=O)(=O)N2CCOCC2)cc1 | -1 | -1 | 1 | -1 | 1 | 2.5 | 0 | 14 | 3
O=C(CSc1ncn[nH]1)NCCc1ccccc1 | 12 | -4 | 2 | 1 | -1 | -2.0 | 7 | -6 | 0
CS(=O)(=O)N(CC(=O)NCc1ccc2c(c1)OCO2)c1ccccc1 | -2 | -6 | 2 | 10 | 7 | -6.6 | -6 | -2 | -1
CC(=O)N1c2ccccc2Nc2ccccc21 | 6 | -1 | -11 | -3 | 0 | 2.1 | 1 | -5 | -4
CS(=O)(=O)N(CC(=O)NC1CC2CCC1C2)c1cccc(C(F)(F)F)c1 (stereo unspecified) | 3 | -6 | 0 | -1 | 1 | -2.8 | -2 | 2 | -2

The list goes on.
SMILES	proCasp7 act	PP1 inh	HCV core dimer	Fh CTSL1 inh	AHR activator	PP5 inh	TPT1 inhibitor	PAFAH2 inh	proCasp3 act
O=C(CN1CCOCC1)N/N=C/c1cccc2ccccc12	-14	-1	-10	1	6	0.7	1	1	-1
CCCCNC(=O)COCc1cc(-c2ccc3c(c2)OCO3)on1	14	0	-2	-8	25	-0.2	-1	4	-6
C=CCOc1c(CNn2nnnc2N)cccc1OC	6	0	0	2	1	0.6	-2	0	5
Nc1c(C(=O)CSc2nnc(Cc3ccccc3)o2)c(=O)[nH]c(=O)n1C1CC1	-8	-1	/	/	-2	2.3	/	-1	1
Cc1ccc2c(CC(=O)OC(C)C(=O)NCc3ccc4c(c3)OCO4)coc2c1 (stereo unspecified)	2	0	1	-25	4	0.2	1	-5	4
O=C1NC(=Nc2ccc(F)cc2)CS1	-11	1	-1	-3	5	1.0	1	6	-4
CCN(c1ccccc1)S(=O)(=O)c1ccc(Oc2ccc(C(C)=O)cc2OC)nc1	0	-3	/	/	0	3.2	/	5	2
O=c1[nH]c2ccccc2c2ccccc12	5	7	-5	-1	17	1.5	1	3	4
COc1cccc(/C=N/Nc2nn3cnnc3c3ccccc23)c1	-3	-2	-16	0	14	-0.6	-3	14	-7
COC(=O)c1c(NC(=O)C2c3ccccc3Oc3ccccc32)sc(C)c1C	-6	1	0	-7	2	-1.0	0	-11	-12
COc1ccc(S(=O)(=O)N2CCSC2c2ccc(OC)c(OC)c2)cc1 (stereo unspecified)	16	1	1	1	2	0.0	-1	-3	8
COc1ccc(CCNC(=O)COc2cc(C)cc3oc(=O)cc(C)c23)cc1OC	3	-1	-12	11	9	1.1	0	13	6
Cc1ccc(SCc2cc(=O)n3[nH]cnc3n2)cc1	-3	-3	0	-3	15	-0.1	-2	4	-6
Cc1ccc(C2=CSC3=NS(=O)(=O)CCN23)cc1	1	-6	0	-3	1	1.5	1	8	-1
Cc1cccc2cc(CN(C(=O)c3cnccn3)C3CCCCC3)c(Cl)nc12	1	-1	0	0	-1	4.8	1	7	5
Cc1cccc(N2C(S)=C(C#N)C(=O)NC23CCCCC3)c1	-4	0	0	9	1	2.1	-1	0	2
Cc1ccc(S(=O)(=O)N2CCCC2CO)cc1 (stereo unspecified)	5	-1	-5	5	-1	-0.2	-1	0	-2

Bioassay records: PubChem, The Scripps Research Institute Molecular Screening Center
